# Hsp90 Hop PPI: changes Hsp90-Hop TPR2A binding signal, up or down. AlphaScreen TPR2A-His6 binding biotin-Hsp90 C-terminal peptide. Potency, µM (doses to about 57 µM), inactives show at the highest dose activity change, negative = inhibition. actives 0.44% (n = 71,000). AID 595; active means well fitted curve in either direction with a large enough effect; inconclusive means small, poorly fitted or top-dose-only effect, or another doubt; further: potency means the concentration at half of the fitted maximal effect; on the % scale 0 is the no-effect control and ±100 the full control effect; many of its hits are not listed in these tables
# 4MU fluor: 4-MU region autofluorescence. compound autofluorescence, 340/450 nm, 4-MU equivalents; active compounds read high. max dye-equivalent concentration, M. actives 11% (n = 59,000). AID 589; in the data active means max dye-equivalent concentration above about 10 nM; inconclusive means mostly about 1.1 nM to 9.6 nM
#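 Intrinsic fluorescence at 340/450 nm (ex/em) was read after 15 min at room temperature in pH 8.0, 100 mM Tris. Each compound concentration expressed as 4-MU-equivalent concentration from a six-point 4-MU standard series on each plate.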
# Luciferase inh: inhibitors of firefly luciferase; P08659; Potency, µM (titrated, usually from 57.1 µM), for the others: at the top dose activity change, negative = inhibition, most hits filed as inhibitors; actives 2.2% (n = 72,000); purified firefly luciferase, luminescence, 8 min; further: potency means the concentration at half of the fitted maximal effect; on the % scale 0 is the no-effect control and ±100 the full control effect; nearly all actives have a fitted effect of over 40% in size
# Target sequence (P08659 whole entry, looked up): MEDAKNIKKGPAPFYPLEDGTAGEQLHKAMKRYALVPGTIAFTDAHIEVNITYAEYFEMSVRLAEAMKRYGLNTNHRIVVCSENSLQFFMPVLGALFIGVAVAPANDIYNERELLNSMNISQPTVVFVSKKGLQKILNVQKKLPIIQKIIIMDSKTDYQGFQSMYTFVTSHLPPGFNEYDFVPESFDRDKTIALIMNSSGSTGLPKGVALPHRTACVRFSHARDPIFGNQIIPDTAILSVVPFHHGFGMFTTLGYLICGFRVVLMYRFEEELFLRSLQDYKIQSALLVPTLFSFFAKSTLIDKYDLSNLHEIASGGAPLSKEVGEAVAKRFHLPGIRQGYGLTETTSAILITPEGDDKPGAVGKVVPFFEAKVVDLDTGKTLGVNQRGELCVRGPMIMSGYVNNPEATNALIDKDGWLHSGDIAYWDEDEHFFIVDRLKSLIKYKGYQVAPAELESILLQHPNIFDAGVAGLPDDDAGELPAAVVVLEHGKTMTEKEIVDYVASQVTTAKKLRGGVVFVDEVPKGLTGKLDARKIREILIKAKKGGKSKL
#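 Luminescence read-out after 8 min at room temperature; enzyme reaction used luciferin plus 10 uM ATP (linear range) in imidazole buffer pH 7.2 with KCl, MgCl2, Tween 20 and BSA. Each sample was run as a titration.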
# CRE-bla Fsk: CRE-bla signaling modulation under forskolin stimulation. CHO CRE-bla reporter (cAMP response element driving beta-lactamase), forskolin EC10, beta-lactamase ratio. Potency, µM (highest dose often 38.2 µM), for the others: top-dose activity change, negative = inhibition, actives largely listed as activators. actives 2.5% (n = 71,000). AID 662; active means well fitted activation curve with a large enough effect in the signal ratio, with a control signal flat, not every such curve was filed as active; inconclusive means small, poorly fitted or top-dose-only effect, or effect the other way, or a change in a side signal; the % refers to the signal ratio; further: potency means the concentration at half of the fitted maximal effect; % of control where 0% means no effect
#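 qHTS titration format; CRE-bla CHO reporter; stimulus EC10 NKH 477, a water-soluble forskolin. Read: CCF4 460/530 nm ratio. Potency expressed as AC50 for activators or inhibitors.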
# ERK AVP block: inhibitors of vasopressin-stimulated ERK signaling pathway. actives 0.99% (n = 72,000). HEK293-V1b, vasopressin-stimulated pERK AlphaScreen. Potency, µM (top dose mostly 57.5 µM), inactives show at the highest dose activity, negative = inhibition, hits mostly inhibitors. AID 995; further: potency means the concentration at half of the fitted maximal effect; on the % scale 0 is the no-effect control and ±100 the full control effect; nearly all actives have a fitted effect of over 55% in size
#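 HEK293 cells stably expressing V1b receptor, seeded overnight in 1% FBS, were treated with compounds for 30 min at 37C, then stimulated 5 min with 25 nM vasopressin; phospho-ERK read by AlphaScreen SureFire after lysis.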
# Texas Red fluor: Texas Red region autofluorescence; Compound fluorescence, Texas Red channel, 547/618 nm; active compounds read high; max dye-equivalent concentration, M; actives 0.06% (n = 59,000); AID 587; in the data active means max dye-equivalent concentration above about 10 nM; inconclusive means between about 1.1 nM and that limit
#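 Fluorescence at ex 547/em 618 nm, normalized against an on-plate Texas Red standard series to give dye-equivalent concentration per compound concentration. Buffer 100 mM Tris, pH 8.0; 15 min RT incubation before CCD imaging.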
# GFP derepression: epigenetic GFP locus derepression in mouse cells | mouse C127i GFP locus derepression, cytometry, 30 h | Potency, µM (top dose mostly 46.1 µM), without a hit: top-dose GFP derepression (activation) | actives 0.09% (n = 68,000) | AID 597; further: % of control where 0% means no effect
#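 Derepression screen: silenced CMV-GFP reporter in murine C127i cells, 30 h compound incubation at 37 C, washed cells imaged by laser-scanning cytometer to enumerate GFP-expressing objects of 20 to 120 um.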
# A350 autofl: compounds fluorescent in Alexa 350 spectral region | Compound autofluorescence, 340/450 nm, Alexa 350 dye-equivalents; active compounds read high | max dye-equivalent concentration, M | actives 11% (n = 59,000); in the data active means max dye-equivalent concentration above about 10 nM; inconclusive means mostly about 1.1 nM to 9.6 nM
# HBB splicing: alters splicing of the hemoglobin beta chain; HBB splicing reporter cell assay, activation; EGFP reporter with mutant IVS2-654 intron; response scale: normalised to 500 nM splice-correcting PNA; Potency, µM (top dose mostly 46.1 µM), inactives show at the top dose activation, actives largely listed as activators; actives 0.06% (n = 65,000); AID 925; further: potency means the concentration at half of the fitted maximal effect; 0% is about no effect
#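 HeLa cells stably expressing EGFP interrupted by mutant beta-globin intron 2 (IVS2-654), 500/well in 2% FCS. Treated with compound for 2 days at 37C. Splicing correction scored as total well GFP intensity (488 nm excitation, 500-520 nm emission); 500 nM antisense PNA served as control.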
# Fluorescein fluor: fluorescein region autofluorescence; Compound autofluorescence, 480/540 nm, fluorescein-equivalent; active compounds read high; actives 0.91% (n = 59,000); max fluorescein-equivalent concentration, M; in the data active means max fluorescein-equivalent concentration above about 10 nM; inconclusive means between about 1.1 nM and that limit
#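 Library compounds, added at multiple concentrations to pH 8.0 Tris buffer (100 mM), incubate 15 min at room temperature before CCD imaging at 480 nm excitation and 540 nm emission.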
# UbGFP stabilizer: proteasome inhibitors stabilizing ubiquitin-GFP reporter; 67,000 tested, under 10 active; AID 526; Ubiquitin-GFP reporter cells, proteasome inhibition, GFP fluorescence; response scale: untreated = 0%, 10 µM MG-132 = 100%; Potency, µM (doses to about 45.9 µM), for inactives: at the highest dose activation (GFP accumulation), hits mostly activators; active means well fitted activation curve with a large enough effect, not every such curve was filed as active; inconclusive means small, poorly fitted or top-dose-only effect, or another doubt; inactive means no such curve, though single readings can be large or run the other way; further: potency means the concentration at half of the fitted maximal effect
#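 GFP accumulation read-out: laser plate cytometry counting ubiquitin(G76V)-GFP-expressing U2OS cells after 4 hr compound exposure at 37 °C. Titrations spanned 46 uM to 2.9 nM; 0% = basal, 100% = 10 uM MG-132; concentration-response curves fitted.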
# * marks the source's active call; other numbers are inactive results; i = inactive; ? = inconclusive; · = no result given; [ ] = remark or other dose. Unless noted, the call rests on the fitted dose curve; in most records, active means well fitted curve in the direction sought with a large enough effect; inconclusive means small, poorly fitted or top-dose-only effect, or another doubt; inactive means no such curve, though single readings can be large; an effect the other way counts as inactive or inconclusive.
1: Cc1ccc(CC23CN4CCN(CC(C4)C2O)C3)c(C)c1 (stereo unspecified)
2: c1ccc(CNc2cc(-c3ccoc3)ncn2)cc1
3: CCN(CC)c1ccc(C2C(C(=O)OCCOC)=C(C)NC3=C2C(=O)CC(C)(C)C3)cc1 (stereo unspecified)
4: O=C(C1CCC(Cn2c(=O)[nH]c3ccccc3c2=O)CC1)N1CCN(c2ccccc2)CC1 (stereo unspecified)
5: CCOC(=O)C1CCCN(C(=O)CN2CCN(Cc3ccc(Cl)cc3)C2=O)C1 (stereo unspecified)
6: COCCn1cc(C(=O)NCc2cccs2)c2c3ccccc3n(C)c2c1=O
7: CCOC(=O)N1CCN(C(=O)C2CC(=O)N(c3ccc(OC)cc3)C2c2ccc(OC)cc2)CC1 (stereo unspecified)
8: COc1cccc(N(CC(=O)Nc2cccc(F)c2)S(C)(=O)=O)c1
Assay by compound	1	2	3	4	5	6	7	8
Hsp90 Hop PPI	-5%	-9%	-7%	?	-3%	-8%	-13%	-2%
4MU fluor	i	i	4.3e-08M*	·	i	6.3e-08M*	i	·
Luciferase inh	1%	1%[2.29 µM]	-1%	4%	3%	3%	1%	3%
CRE-bla Fsk	?	?	?	-23%	-2%	?	-3%	-8%
ERK AVP block	-5%	5%	-16%	10%	?	-24%	-6%	-19%
Texas Red fluor	?	i	?	·	?	i	i	·
GFP derepression	-2%	3%[9.22 µM]	-3%	·	4%	0%	12%	-2%
A350 autofl	i	i	4.1e-08M*	·	i	6.7e-08M*	i	·
HBB splicing	-0.8%	3.7%	·	0.0%	-0.6%	-0.5%	0.8%	0.5%
Fluorescein fluor	i	i	i	·	i	i	i	·
UbGFP stabilizer	0%	-1%	-6%	14%	4%	-2%	1%	10%

9: O=C(Nc1ccncc1)C1(c2ccccc2)CCCC1
10: COc1cc(C)nc(N2CCCC(C(=O)Nc3cccc(Cl)c3C)C2)n1 (stereo unspecified)
11: Cc1cc(Nc2ccc(Br)cc2F)n2ncnc2n1
12: COc1ccc2oc(-c3ccccc3)c(C(=O)N3CCOCC3)c2c1
13: O=c1c2ccccc2nc(-c2ccco2)n1/N=C/c1ccco1
14: O=P(O)(CCc1ccncc1)CN1CCCCC1
15: O=C(Nc1ccc(Cl)c(C(F)(F)F)c1)C1CCCN(S(=O)(=O)c2cnc[nH]2)C1 (stereo unspecified)
16: CCc1nnc(NC(=O)c2cccc(C(=O)Nc3nnc(CC)s3)n2)s1
Assay by compound	9	10	11	12	13	14	15	16
Hsp90 Hop PPI	?	-1%	0%	-1%	-5%	-8%	-1%	-4%
4MU fluor	i	i	·	·	i	·	i	i
Luciferase inh	2%	2%	1%	2%	-4%	1%	3%	1%
CRE-bla Fsk	-6%	-3%	2%	1%	10µM*	0%	?	?
ERK AVP block	0%	-9%	-18%	-7%	-26%	5%	-19%	2%
Texas Red fluor	i	i	·	·	i	·	i	?
GFP derepression	-2%	-1%	-2%	0%	2%	-2%	0%	?
A350 autofl	i	i	·	·	i	·	i	i
HBB splicing	0.4%	·	0.3%	2.5%	2.0%	-0.4%	-1.5%	-4.4%[0.369 µM]
Fluorescein fluor	i	i	·	·	i	·	?	i
UbGFP stabilizer	-2%	-6%	4%	16%	0%	-5%	-5%	-3%

# Four entries drawn at random from those above:
12: COc1ccc2oc(-c3ccccc3)c(C(=O)N3CCOCC3)c2c1
16: CCc1nnc(NC(=O)c2cccc(C(=O)Nc3nnc(CC)s3)n2)s1
15: O=C(Nc1ccc(Cl)c(C(F)(F)F)c1)C1CCCN(S(=O)(=O)c2cnc[nH]2)C1 (stereo unspecified)
13: O=c1c2ccccc2nc(-c2ccco2)n1/N=C/c1ccco1
Assay by compound	12	16	15	13
Hsp90 Hop PPI	-1%	-4%	-1%	-5%
4MU fluor	·	i	i	i
Luciferase inh	2%	1%	3%	-4%
CRE-bla Fsk	1%	?	?	10µM*
ERK AVP block	-7%	2%	-19%	-26%
Texas Red fluor	·	?	i	i
GFP derepression	0%	?	0%	2%
A350 autofl	·	i	i	i
HBB splicing	2.5%	-4.4%[0.369 µM]	-1.5%	2.0%
Fluorescein fluor	·	i	?	i
UbGFP stabilizer	16%	-3%	-5%	0%

# (continued)
17: CCC(C)(C)n1nnnc1C(c1ccc2ncccc2c1)N1CCN(c2nc3ccccc3s2)CC1 (stereo unspecified)
18: Cc1cc(C)n(-c2ncnc3sc4c(c23)CCCC4)n1
19: N#Cc1c(N2CCCC2)nc(N)c2c(N)nc(N3CCCC3)cc12
20: CCCOC(=O)c1ccc(NC(=O)C2C3C=CC(O3)C2C(=O)O)cc1 (stereo unspecified)
21: CCOC(=O)C1=C(C)Nc2nc(SC)nn2C1c1ccc(C(=O)OC)cc1 (stereo unspecified)
22: CC1CN(c2cc(=O)n(Cc3ccc(F)cc3)c(=O)[nH]2)CC(C)O1 (stereo unspecified)
23: O=C(CC(c1ccccc1)c1cc(Br)ccc1O)NCCN1CCOCC1 (stereo unspecified)
24: N#Cc1cc2c(nc1SCC(=O)N1CCCCC1)CCCC2
Assay by compound	17	18	19	20	21	22	23	24
Hsp90 Hop PPI	-15%	1%	25µM*	2%	2%	-6%	-5%	0%
4MU fluor	i	?	5.4e-08M*	·	i	·	i	·
Luciferase inh	2%	4%	-46%	0%	3%	4%	2%	0%
CRE-bla Fsk	20%	-14%	?	7%	?	-5%	-12%	-3%
ERK AVP block	-24%	7%	-24%	-18%	14%	·	-23%	-10%
Texas Red fluor	i	i	i	·	i	·	i	·
GFP derepression	-2%	-2%	0%	-2%	0%	·	4%	2%
A350 autofl	i	?	6.9e-08M*	·	?	·	i	·
HBB splicing	·	-3.8%	-3.5%	0.0%[9.22 µM]	1.3%	0.1%	0.5%	6.7%
Fluorescein fluor	i	i	?	·	i	·	?	·
UbGFP stabilizer	-3%	-3%	1%	-8%	-4%	-4%	-4%	-19%

25: COC(=O)CSc1nnc(-c2ccc(OC)cc2OC)o1
26: CC1Cc2nc(SCC(=O)Nc3ccc4c(c3)OCCO4)n(C)c(=O)c2S1 (stereo unspecified)
27: O=C(NC1CCCCC1)C1CC(O)CN1C(=O)OCc1ccccc1 (stereo unspecified)
28: O=C(NC(c1ccccc1)c1ccccc1)C1CCCN(S(=O)(=O)c2cnc[nH]2)C1 (stereo unspecified)
29: Cc1nc2nc[nH]n2c(=O)c1NC(=O)CC12CC3CC(CC(C3)C1)C2
30: CC1CN(c2cc(=O)n(-c3ccccc3)c(=O)[nH]2)CC(C)O1 (stereo unspecified)
31: CN(C)c1cc[n+](Cc2ccccc2)cc1
32: Cc1nc2nc3c(c(=O)n2[nH]1)CCC3
Assay by compound	25	26	27	28	29	30	31	32
Hsp90 Hop PPI	-1%	-1%	3%	4%	-6%	1%	1%	2%
4MU fluor	i	i	i	·	i	·	?	i
Luciferase inh	?	-12%	2%	-6%	2%	-1%	-2%	0%
CRE-bla Fsk	1%	-13%	1%	-6%	12%	-6%	5%	?
ERK AVP block	-30%	7%	-7%	-13%	-1%	·	-9%	-4%
Texas Red fluor	?	i	i	·	i	·	i	i
GFP derepression	0%	3%	-1%	-3%	0%	·	2%	0%
A350 autofl	i	i	i	·	i	·	?	?
HBB splicing	1.8%	-1.3%	·	0.0%	-2.1%	0.2%	1.0%	-1.3%[57.5 µM]
Fluorescein fluor	?	i	?	·	i	·	i	i
UbGFP stabilizer	-3%	-5%	-3%	-1%	-8%	-7%	-4%	4%

33: COc1ccc(Nc2nc(C(=O)NCCCN3CCOCC3)cs2)cc1
34: CCc1nnc(NC(=O)C2CCN(C(=O)NC3CCCCC3)CC2)s1
35: O=C(c1ccco1)N1CCN(C(c2ccc(F)cc2)c2nnnn2CC2CCCO2)CC1 (stereo unspecified)
36: O=C(CCC(=O)N1CCN(S(=O)(=O)c2ccccc2)CC1)c1cccs1
37: Cc1cccc(OC(C)C(=O)N(Cc2cccs2)C2CCS(=O)(=O)C2)c1C (stereo unspecified)
38: COc1ccccc1N1CCN(C(=O)CCCn2c(=O)[nH]c3ccsc3c2=O)CC1
39: COc1ccc(S(=O)(=O)N(CC(=O)N2CCOCC2)c2cc(Cl)ccc2OC)cc1OC
40: Nc1nc(-c2ccc3c(c2)CCCC3)cs1
Assay by compound	33	34	35	36	37	38	39	40
Hsp90 Hop PPI	-7%	-1%	-2%	-6%	-4%	-3%	2%	-18%
4MU fluor	i	i	i	i	?	·	i	i
Luciferase inh	0%	3%	0%	-1%	2%	1%	4%	13µM*
CRE-bla Fsk	1%	3%	5%	-19%	-14%	-2%	7%	-1%
ERK AVP block	-19%	-9%	8%	-2%	5%	·	14%	-21%
Texas Red fluor	i	i	i	i	i	·	i	i
GFP derepression	0%	-2%	-2%	-1%	-5%	·	0%	4%
A350 autofl	i	i	?	i	?	·	i	i
HBB splicing	0.5%	-0.2%[57.5 µM]	0.2%	-2.0%	7.5%[0.369 µM]	-0.8%	·	-3.7%
Fluorescein fluor	?	i	i	i	i	·	i	?
UbGFP stabilizer	3%	-4%	-5%	-2%	-3%	24%	-5%	2%

# The list is partial, so the mix of outcomes need not match the whole.
